# Mtb FBA inh = inhibitors of M. tuberculosis fructose-bisphosphate aldolase; P9WQA3; 360,000 tested, 2.3% active; AID 588726; purified M. tuberculosis FBA, fluorescence read-out; inhibition, % at 1 µM; in the data active = inhibition above about 27%;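 also: 0% = vehicle and 100% = reference inhibitor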
# Target sequence (P9WQA3 whole entry, looked up): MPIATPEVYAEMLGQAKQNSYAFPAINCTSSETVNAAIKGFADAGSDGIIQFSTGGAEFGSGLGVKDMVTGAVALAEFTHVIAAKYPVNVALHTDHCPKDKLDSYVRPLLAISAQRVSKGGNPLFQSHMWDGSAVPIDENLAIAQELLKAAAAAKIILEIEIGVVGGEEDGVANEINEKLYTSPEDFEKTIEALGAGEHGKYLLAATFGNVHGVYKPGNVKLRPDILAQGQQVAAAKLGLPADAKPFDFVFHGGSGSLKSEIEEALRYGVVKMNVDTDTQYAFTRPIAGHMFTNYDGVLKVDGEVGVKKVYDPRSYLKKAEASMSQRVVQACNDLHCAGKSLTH
# PfHsp40 yeast = rescue of PfHsp40-mediated yeast toxicity; AID 504582; growth rescue, % at 12.5 µM; S. cerevisiae expressing PfHsp40, growth rescue, ATP luminescence; 340,000 tested, 0.68% active; in the data active = growth rescue above about 28%, passing the limit was not always enough; inconclusive = no clear call, values can overlap the other calls;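 also: yeast W303a lacking pdr1 and pdr3 grown in galactose medium; growth measured after three days at 30 °C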
# BH1578 lux ind = quorum light induction in luxS cqsA deficient V. cholerae; AID 588436; V. cholerae BH1578 lux reporter, luminescence, 6 h; 350,000 tested, 0.16% active; activation, % at 18.7 µM; in the data active = activation mostly above about 9.7%, no sharp cut-off; inconclusive = no clear call, values can overlap the other calls; inactive = mostly below about 3.7%; also: not every result past the cut was called active; inactives centre near 0; reference of the scale not given here
# BioA inh = blocks M. tuberculosis BioA enzyme activity; purified M. tuberculosis BioA enzyme, plate reader; inhibition, % at 9.99 µM; 360,000 tested, 0.096% active; AID 602481; in the data active = inhibition above about 40%; inconclusive = no clear call, values can overlap the other calls
# FadD28 FP inh = blocks FadD28 binding to the bisubstrate probe | fluorescence polarization | inhibition, % at 12.5 µM | 360,000 tested, 0.22% active; in the data active = inhibition above about 8.5%, passing the limit was not always enough; inconclusive = no clear call, values can overlap the other calls
# UGM FP inh = Mtb UDP-galactopyranose mutase inhibition. P9WIQ1. 320,000 tested, 0.06% active. inhibition, % at 10 µM. purified UGM, fluorescence polarization probe displacement; in the data active = inhibition above about 10%, passing the limit was not always enough; inconclusive = no clear call, values can overlap the other calls
# Target sequence (P9WIQ1 whole entry, looked up): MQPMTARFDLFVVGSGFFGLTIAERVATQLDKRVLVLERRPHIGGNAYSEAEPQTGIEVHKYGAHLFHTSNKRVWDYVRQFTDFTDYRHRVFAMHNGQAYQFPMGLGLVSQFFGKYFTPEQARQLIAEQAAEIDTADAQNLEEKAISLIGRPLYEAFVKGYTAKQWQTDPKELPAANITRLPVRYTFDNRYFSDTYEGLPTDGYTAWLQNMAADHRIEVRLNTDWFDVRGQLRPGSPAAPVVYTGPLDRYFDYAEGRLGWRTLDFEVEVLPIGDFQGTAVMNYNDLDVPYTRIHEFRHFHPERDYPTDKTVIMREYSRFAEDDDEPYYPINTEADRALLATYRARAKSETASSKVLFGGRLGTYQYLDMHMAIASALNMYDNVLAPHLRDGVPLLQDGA
# TcdB inh = TcdB glycohydrolase inhibition; P18177; TcdB glycohydrolase enzymatic assay, plate reader; inhibition, % at 9.99 µM; 350,000 tested, 0.24% active; AID 652162; in the data active = inhibition above about 10%
# GDH-TPI inh = GDH-TPI coupled enzyme inhibition counter-screen. GDH-TPI coupled enzyme counterscreen, NADH absorbance. inhibition, % at 4.8 µM. 360,000 tested, 1.2% active; in the data active = inhibition above about 30%;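 also: 0% = DMSO wells and 100% = wells lacking the enzyme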
# Y pestis TopoI = blocks Yersinia pestis topoisomerase I activity. activity, % at 10 µM. Y. pestis Topo-I cleavage product accumulation, plate reader. 360,000 tested, 0.064% active; in the data active = activity above about 50%, passing the limit was not always enough; inconclusive = no clear call, values can overlap the other calls; also: inactives centre near 2
# * hit, by the source's call; i = inactive; ? = inconclusive; / = no result given.
# Every second line gives: Mtb FBA inh, PfHsp40 yeast, BH1578 lux ind, BioA inh, FadD28 FP inh, UGM FP inh, TcdB inh, GDH-TPI inh, Y pestis TopoI
CCN(CC)S(=O)(=O)c1ccc2c(c1)nc(CCC(=O)OCC(=O)Nc1cc(OC)cc(OC)c1)n2C
→ -1, -0.2, i, /, -6.0, -3.0, 0.8, 7, 15
CC(C)Cn1c(N)c(C(=O)COC(=O)c2cccc(Cl)c2)c(=O)n(C)c1=O
→ 1, 1.7, i, /, -5.7, 1.3, 2.2, -1, 32
CCn1c(SCC(=O)Nc2ccc(Cl)cc2)nnc1C1CC1
→ 0, 0.8, i, -0.1, -1.9, 0.0, 3.1, -1, 4
CCCc1ccc(-c2ccc(C(=O)O)cc2)nc1
→ -3, -3.0, -5.3, -3.3, 0.6, 1.0, /, 8, 0
O=C(COc1ccccc1Cl)OCC(=O)N1CCN(S(=O)(=O)c2ccccc2)CC1
→ -2, -0.8, -0.3, 1.4, -1.9, 0.3, /, 5, -3
CCOC(=O)c1c(C)n(C)c2ccc(OC)c(NS(=O)(=O)c3ccc(Cl)s3)c12
→ 1, 1.6, -0.3, -0.5, -2.1, 0.6, /, -6, 0
O=C(O)C/C(=C\c1ccc2c(c1)OCO2)c1nc2ccccc2s1
→ 6, 0.8, i, -0.2, -1.4, 2.6, 1.8, 21, -3
Oc1ccccc1-c1cc(-c2ccc3c(c2)OCCO3)n[nH]1
→ 1, 476*, i, -1.3, -15, 0.3, /, 4, -21
Cc1ccc(S(=O)(=O)Oc2ccccc2/C=N/NC(=O)c2c(Cl)cnn2C)cc1
→ 0, 1.0, i, 0.9, -17, 1.0, /, -6, 8
Cc1ccc(SCC(=O)OCC(=O)NCCNC(=O)COC(=O)CSc2ccc(C)c(C)c2)cc1C
→ 5, -0.1, i, /, -0.2, -0.8, -1.6, 0, 26
C=CCN1C2CCCC1CC(NC(=O)Nc1cc(C)cc(C)c1)C2 (centres undefined)
→ 2, 0.1, -0.6, /, -2.8, 1.7, 0.0, -5, 6
O=C(CCC(=O)N1CCN(S(=O)(=O)c2ccc(Cl)cc2)CC1)NC1CCCc2ccccc21 (centres undefined)
→ 0, 0.2, -2.0, 0.2, 0.4, 0.2, /, 7, 11
O=c1c(-c2ccc(Cl)cc2)[n+]([O-])c2ccccc2n1O
→ -2, -1.1, i, /, -0.6, 1.9, /, 15, -2
CC(C)n1nnnc1SCC(=O)c1c(N)n(C2CC2)c(=O)[nH]c1=O
→ 0, -0.7, i, -1.0, -0.3, -0.9, 2.4, 1, 4
CCCn1c(NCc2ccc(N(C)C)cc2)nc2ccccc21
→ 3, 2.5, -0.2, -1.3, -0.2, 7.2, -14, 7, 2
Cc1cc(OCC(=O)NC2CCN(C)CC2)ccc1[N+](=O)[O-]
→ 0, 0.6, 2.8, -2.6, -3.2, 1.3, 0.0, 2, -11
O=c1nc2ccccc2c2n1CC(CN1CCN(Cc3ccccc3)CC1)N2 (centres undefined)
→ -3, 0.8, i, 0.2, -4.3, 1.9, /, -11, 6
O=C(Nc1ccc(N2CCCC2)c(Cl)c1)c1cccc(-c2cc3ccccc3oc2=O)c1
→ -3, -1.9, -0.3, /, -3.4, -1.8, 0.4, 17, -17
CCN1C(=O)[C@H]2[C@@H](c3ccc(-c4ccc(C(C)=O)cc4)cc3)N[C@@](C)(C(=O)OC)[C@H]2C1=O
→ -1, 0.4, i, 0.0, -0.4, -2.1, /, -4, 7
CCn1cc(C(=O)N2CCN(c3ccc(OC)cc3)CC2)c(=O)c2cc(S(=O)(=O)N3CCCCC3)ccc21
→ -1, -1.0, i, /, -0.6, -3.0, -3.5, 2, 19
O=C(COC(=O)C1CCC1)NCCc1ccc(Cl)cc1Cl
→ -2, 1.7, -0.6, 0.5, -4.4, 2.2, 2.8, 4, 15
NC(=O)COC(=O)c1cccc(S(=O)(=O)N2CCCc3ccccc32)c1
→ -1, 0.0, -0.9, -3.9, 0.0, -2.7, 2.8, 8, -11
CCOc1cccc(CN(CC)CC2CCCN(CCc3cccc(OC)c3)C2)c1O (centres undefined)
→ 1, 1.0, i, -0.6, -2.7, -1.0, -6.0, 0, 18
Cc1[nH]c2ccccc2c1C(O)CN1CCN(c2cccc(C(F)(F)F)c2)CC1 (centres undefined)
→ 0, -1.2, -0.8, /, -3.9, 1.6, /, 4, -12
C(=C\c1ccccc1)/CN1CCN(C(c2ccccc2)c2nnnn2C2CCCC2)CC1 (centres undefined)
→ 1, /, /, 3.0, -1.5, /, 3.8, /, /
CC(C(=O)NCc1ccccc1)n1cc([N+](=O)[O-])cn1 (centres undefined)
→ 2, -0.4, 1.9, -0.5, -2.3, -5.3, 1.6, -1, -2
COc1ccc([C@@H]2CC=C(C(=O)O)[C@H](c3ccc(C(C)(C)C)cc3)N2S(=O)(=O)c2ccc(C)cc2)cc1OC
→ 2, 1.6, 0.7, 1.1, -1.1, /, -2.4, -8, 14
COc1ccc(S(=O)(=O)CC(=O)c2cc(C)c(O)c(C)c2)cc1
→ -1, 0.5, 2.2, /, 0.5, 0.5, 1.2, 11, 7
CC(=O)c1cc2c(cc1NC(=O)CN1CCOCC1)OCO2
→ 5, -1.1, i, /, /, 3.3, /, 7, 7
Cn1ccnc1SCC(=O)NCC(=O)Nc1ccc(F)c(F)c1F
→ -1, 1.9, i, 1.6, -0.5, 1.1, 0.4, 3, -2
NC1=NC(=O)/C(=C/c2cn(CCC(=O)O)nc2-c2ccc(F)cc2)S1
→ -8, 0.3, i, 1.3, -1.3, 0.5, -1.0, 30, 2
CCCCc1cc(=O)oc2cc(OC(C)C(=O)NCCN3CCOCC3)c(Cl)cc12 (centres undefined)
→ 9, -0.8, i, -0.3, -2.0, -0.9, 0.0, 20, 17
CCOc1ccc(C2C(C#N)=C(N)N(c3sc4c(c3C#N)CCCC4)C3=C2C(=O)CCC3)cc1 (centres undefined)
→ 5, 1.2, i, /, -1.9, -3.4, /, 6, 18
COc1ccc(-n2c(SCC(=O)c3c(N)n(C)c(=O)n(C)c3=O)nc3ccccc32)cc1
→ 1, 2.7, -0.3, -0.6, -0.3, 0.5, /, 5, 5
COc1ccc(Cc2noc(CN3CCN(Cc4cccc(Cl)c4)CC3)n2)cc1OC
→ -1, 1.2, 0.5, /, -1.0, -2.9, 0.4, -7, 7
CCc1cccc(OCCn2nc(C(=O)O)c3ccccc3c2=O)c1
→ 4, 1.0, -0.9, /, -2.1, -2.6, 1.7, 7, 3
CCCCn1nc2cc(C(=O)NCc3ccccc3OC)ccc2c1OCC
→ 19, ?, -8.3, -0.8, -1.2, 2.2, 0.6, -8, 11
CCOC(=O)C(CC)n1cnc2c(cnn2-c2ccc(Cl)cc2)c1=O (centres undefined)
→ 5, 0.0, 0.6, -2.1, -0.5, 1.5, /, -8, 7
O=C(Nc1ccccc1)Nc1ccc(F)cc1F
→ -1, 2.9, -0.2, /, -2.4, -1.8, 1.1, 5, -4
Cc1[nH]cnc1CSCc1ccc(Cl)cc1
→ 3, -1.2, -1.0, -0.7, -4.8, -2.1, 0.7, -6, 6
CC1=C(C#N)C(c2cccnc2)C2=C(CC(c3ccc(Cl)cc3)CC2=O)N1 (centres undefined)
→ 70*, 0.5, 0.4, 63*, -9.9, 1.9, /, 8, 4
COc1ccc(-c2cnc3c(NC(C)=O)cc(-c4cccc(C(=O)N(C)C)c4)cn23)cc1OC
→ 0, /, i, 2.8, -2.2, /, 1.7, 3, 8
COc1ccc(OC)c(N=c2ssnc2Cl)c1
→ 1, -1.9, -1.6, -1.2, -0.3, 1.0, /, 13, 6
Cc1cc(C)c2c(=O)n(CC(=O)NC3CCCC3)sc2n1
→ 11, 0.6, -0.1, /, 1.3, -0.3, 2.4, 22, 3
O=C(CN1CCCc2ccccc21)N/N=C/c1ccccc1O
→ -2, -0.5, i, 0.1, -2.6, 0.9, /, 4, -9
CC(=O)COc1cccc2ccc(/C=C/c3ccc(Br)s3)nc12
→ 0, 3.1, -0.8, 3.5, -3.0, -0.8, 1.0, 17, -5
CCOC(=O)NCc1ccc2[nH]c(C)cc2c1
→ 5, 0.0, -0.4, -1.0, -2.0, -1.3, 0.5, 3, 12
CC1CN(S(=O)(=O)c2cccc(C(=O)OCC(=O)c3cccs3)c2)CC(C)O1 (centres undefined)
→ -3, 0.3, /, 1.5, -1.9, 2.8, /, -4, -3
COc1ccc(CN2CCN(C(=O)CC(C)C)CC2)c2ccccc12
→ 8, 1.0, i, 0.2, 1.1, 0.8, /, -1, 26
Cc1cc2c(cc1S(=O)(=O)CCC(=O)N(C)C1CCCCC1)OCC(=O)N2
→ 0, 0.5, -1.2, 0.6, 0.9, 0.5, -0.2, 3, 11
CC1(C)C2CC[C@]3(C)C(CC=C4[C@@H]5C[C@](C)(CO)CC[C@]5(C(=O)O)CC[C@]43C)[C@@]2(C)CC[C@@H]1O (some centres undefined)
→ -1, /, -0.5, -1.1, -2.5, 1.3, /, -3, 3
CC(=O)Nc1cccc(-c2ccnc3c2CC(C(=O)Nc2cccc(NS(C)(=O)=O)c2)O3)c1 (centres undefined)
→ 10, /, -0.4, -1.0, -4.6, /, 1.4, 4, -2
O=C(O)C1=C(C(=O)Nc2cccc(C(F)(F)F)c2)CCCC1
→ 5, -0.2, i, /, 2.1, 2.5, -0.3, 4, -7
CN(C)Cc1c(C(=O)N/N=C/c2ccccc2OCc2ccc(F)cc2)nnn1-c1nonc1N
→ 3, -0.6, i, -1.8, -1.9, 2.0, -1.1, 5, -3
CN1CCCC1C(O)(c1ccccc1)c1ccccc1 (centres undefined)
→ 3, 0.7, i, -3.1, -0.3, 4.9, /, 5, -13
C=CCn1c2ccccc2n2nc(C)c(=O)nc12
→ 22, -0.6, 0.5, -0.3, -0.9, 0.1, /, 13, -4
Cc1onc(C(N)=O)c1C(=O)Nc1ncc(C(F)(F)F)cc1Cl
→ 0, -1.3, -1.5, /, -3.4, -1.9, 0.2, 5, -13
COC(=O)c1sccc1Oc1ccc(F)cc1[N+](=O)[O-]
→ 1, 0.2, i, 0.9, -1.6, 0.5, /, -1, -5
CC(C)OC(=O)c1cn(-c2ccccc2)nc1-c1ccco1
→ 2, -0.1, i, -1.6, -1.4, 0.1, /, 2, 13
CNC(=O)c1ccsc1NC(=O)C1CCN(S(=O)(=O)c2cccs2)CC1
→ 2, 0.0, i, 0.4, -1.2, 0.1, 4.4, 7, 1
O=C(NCCCn1ccnc1)c1ccc(F)cc1
→ 3, -1.0, 11, -1.5, -3.5, -1.9, 0.4, 6, -13
CC(C)COP(=O)(c1ccc(N(C)C)cc1)C(O)c1ccc(N(C)C)cc1 (centres undefined)
→ 3, -0.9, -1.1, -1.0, /, 1.0, -1.1, -4, 6
